Source: PubChem
hgDAF-12 ag = activates the H. glycines DAF-12 receptor ligand-binding domain | HEK293 GAL4-hgDAF12 UAS-luciferase reporter, agonist luminescence; normalized to butyrate control | activation, % at 6.8 µM | 1.8% of 370,000 active;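 active = activation above a cutoff set at the mean of all screened compounds plus 3 SD, cut at about 10% in these data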;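 also: 0% = DMSO wells and 100% = sodium butyrate wells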
DAX1 inh-1 = inhibits human nuclear receptor DAX1. 0.99% of 340,000 active. AID 504766. inhibition, % at 6.75 µM. HEK293 Gal4-DAX1 luciferase reporter, luminescence. P51843;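 active = inhibition above the mean over all tested compounds plus 3 SD, cut at about 4.2% in these data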;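 also: 0% = DAX1-transfected cells with DMSO and 100% = empty-vector control cells with DMSO; inhibition shows as a rise in luminescence from relieved DAX1 repression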
Target sequence (P51843 207-470 limits assumed): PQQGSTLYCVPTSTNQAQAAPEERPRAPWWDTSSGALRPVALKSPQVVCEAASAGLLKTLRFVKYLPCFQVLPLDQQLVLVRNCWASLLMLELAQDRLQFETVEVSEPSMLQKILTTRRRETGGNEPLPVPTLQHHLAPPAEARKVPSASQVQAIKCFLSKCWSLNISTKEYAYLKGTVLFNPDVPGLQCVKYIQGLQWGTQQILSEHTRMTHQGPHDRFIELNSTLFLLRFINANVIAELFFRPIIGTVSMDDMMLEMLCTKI
SMARCA2 act = activators of SMARCA2 function | MG213 cells, MMTV-luciferase reporter, dexamethasone, overnight | activation, % at 9.1 µM | 1% of 370,000 active; in the data active = activation above about 7.8%;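 also: 0% = vehicle wells and 100% = reference activator wells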
ssDAF-12 act = activates DAF-12 receptor from parasite S. stercoralis. activation, % at 6.8 µM. HEK293 ssDAF-12/GRIP1 lit1-tk-luc reporter, luminescence; % of 3 µM dafachronic acid response. 1% of 370,000 active;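 active = activation above the mean over all tested compounds plus 3 SD, cut at about 0.9% in these data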;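 also: 0% = DMSO-only wells and 100% = 3 µM delta7-dafachronic acid wells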
HGIII-sPLA2 inh = Inhibits HGIII-sPLA2 liposome hydrolysis, primary screen | Q9NZ20 | QFRET BODIPY PC-A2 liposome hydrolysis, fluorescence | inhibition, % at 12.2 µM | 0.56% of 370,000 active | AID 743126;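 active = inhibition above mean plus 3 SD of compounds lying within the high and low control bounds, cut at about 19% in these data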;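 also: 0% = median of test compound wells and 100% = no enzyme DMSO wells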
Target sequence (Q9NZ20 whole entry, looked up): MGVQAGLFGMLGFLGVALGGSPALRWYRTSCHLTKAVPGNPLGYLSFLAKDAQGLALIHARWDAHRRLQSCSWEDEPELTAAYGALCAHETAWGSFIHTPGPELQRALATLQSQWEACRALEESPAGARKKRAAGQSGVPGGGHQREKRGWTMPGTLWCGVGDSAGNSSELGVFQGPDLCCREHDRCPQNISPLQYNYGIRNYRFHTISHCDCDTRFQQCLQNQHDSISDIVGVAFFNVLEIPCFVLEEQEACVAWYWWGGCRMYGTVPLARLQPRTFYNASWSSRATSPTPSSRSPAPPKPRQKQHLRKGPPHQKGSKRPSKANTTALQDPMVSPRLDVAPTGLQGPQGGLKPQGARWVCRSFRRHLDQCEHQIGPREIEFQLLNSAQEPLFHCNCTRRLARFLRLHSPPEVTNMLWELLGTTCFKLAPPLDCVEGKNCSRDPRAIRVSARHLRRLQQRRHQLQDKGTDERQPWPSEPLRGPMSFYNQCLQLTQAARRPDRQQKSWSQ
PLC-beta3 inh = PLC-beta3 (human) inhibition, primary screen. Q01970. Purified PLC-beta3, fluorogenic substrate, fluorescence. inhibition, % at 12.2 µM. 0.18% of 370,000 active. AID 720704; in the data active = inhibition above about 11%;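 also: 0% = median of compound wells on plate and 100% = full blocker control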
DAX1 inh-2 = blocks DAX1 repression of SF-1 activated StAR promoter | HEK293T StAR-luciferase reporter, SF-1/DAX-1 repression relief | inhibition, % at 6.8 µM | 1.1% of 370,000 active | AID 652010;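 active = inhibition above the mean over all tested compounds plus 3 SD, cut at about 3.6% in these data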;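 also: 0% = DAX-1 cells with DMSO and 100% = cells lacking DAX-1 with DMSO; higher inhibition means more luminescence from relief of DAX-1 repression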
NR1D1 modulator = modulates human Rev-erb alpha binding to DNA; Rev-erbα–FITC-DNA binding, fluorescence polarization, 90 min; 0.79% of 370,000 active; activity, % at 10 µM; AID 1259318;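 active = activity above about 14%, limit read from the data; passing the limit was not always enough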;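 also: 0% = DMSO wells with 35 nM protein and 100% = DMSO wells with 750 nM protein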
hcDAF12 agonist = activators of H. contortus DAF-12 nuclear receptor; HEK293 hcDAF-12 lit1-tk-luc reporter, luminescence; 0% DMSO, 100% Δ7-dafachronic acid; activation, % at 6.8 µM; 1.4% of 370,000 active;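 active = activation above the mean of all tested compounds plus 3 SD, cut at about 5.5% in these data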;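 also: 100% = response to 3 µM Δ7-dafachronic acid high control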
FXN GAA850 act = activators of GAA850 frataxin (FXN) promoter; HEK293 lucGAA850 FXN promoter luciferase reporter, 24 h; percent of 10 µM SAHA response; 0.56% of 360,000 active; AID 540364; activation, % at 6 µM;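 active = activation above the average of all compounds screened plus 3 SD, cutoff fixed separately per campaign, cut at about 7.5% in these data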;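 also: 0% = DMSO wells and 100% = 10 µM SAHA wells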
PG9 Ab binder = small molecules binding HIV-1 gp120 antibody PG9. 0.43% of 360,000 active. TR-FRET gp120-PG9 antibody binding. inhibition, % at 6.7 µM; in the data active = inhibition above about 8.5%
Active calls of the source: *; . = not tested or not shown. Compounds were not picked by outcome (roughly 7% active in at least one column).

| Compound | hgDAF-12 ag | DAX1 inh-1 | SMARCA2 act | ssDAF-12 act | HGIII-sPLA2 inh | PLC-beta3 inh | DAX1 inh-2 | NR1D1 modulator | hcDAF12 agonist | FXN GAA850 act | PG9 Ab binder |
| --- | --- | --- | --- | --- | --- | --- | --- | --- | --- | --- | --- |
| COc1ccc(-n2c(SCC(=O)Nc3ccc(Oc4ccccc4)cc3)nnc2-c2ccccc2)cc1 | 0.5 | . | -2 | -1.5 | -2 | 4 | -0.6 | 1 | -1.2 | . | . |
| CN1C(=O)NC(c2ccccc2)C2=C1CN(Cc1ccco1)C2=O (configuration not stated) | 4.4 | 0.5 | -2 | -1.7 | 2 | -1 | 0.7 | -1 | 0.3 | -1.9 | 0.5 |
| Cc1[nH]c2ccccc2c1/C=N/NC(=O)c1cccc(F)c1 | 6.8 | 7.8* | 2 | -0.3 | 3 | -23 | 1.4 | 0 | 1.4 | 3.2 | -2.8 |
| Cc1cccc(NC(=S)c2nc3ccccc3s2)c1 | 13* | 2.1 | 5 | 2.1* | 8 | -3 | 2.5 | 2 | 8.8* | 2.3 | -0.7 |
| O=C(Cc1cccs1)N(Cc1cccs1)C1(C(=O)NC2CCCCC2)CCCCC1 | 1.7 | 2.5 | -2 | -0.8 | 5 | 1 | -0.5 | 0 | -0.7 | 0.9 | -1.0 |
| COc1ccc(NC(=O)N2CCCC(c3nc(-c4ccc(F)cc4)no3)C2)cc1 (configuration not stated) | 1.0 | -0.2 | -1 | -1.3 | -5 | -8 | -0.5 | 6 | -1.9 | -0.1 | 0.7 |
| Cn1c(=O)oc2cc(S(=O)(=O)N3CCCCC3)ccc21 | -0.9 | -0.8 | -2 | -1.0 | 0 | -3 | 0.3 | 0 | -2.6 | 1.8 | 0.4 |
| CC(C)CN1C(=O)c2ccc(NC(=O)Cc3ccccc3)cc2C1=O | 0.8 | 0.4 | 0 | -0.6 | -1 | -131 | -0.7 | 1 | -1.3 | 1.2 | 2.6 |
| CC(Sc1nnnn1C)C(=O)Nc1nc(-c2ccc(F)c(F)c2)cs1 (configuration not stated) | -2.7 | -0.3 | -3 | -1.4 | -15 | -6 | -3.8 | 2 | -3.2 | 1.4 | 0.6 |
| CCN(CC)C(=O)C1=C(C)N(CCCOC)C(=O)C(CC(=O)NCCc2ccccn2)C1 (configuration not stated) | -0.4 | 1.2 | 0 | -1.3 | -1 | -3 | 1.9 | -6 | -0.9 | -0.2 | -1.0 |
| CCOC(=O)C1C(=O)CC(C)(O)C(C(=O)OCC)C1c1ccc(NC(C)=O)cc1 (configuration not stated) | 0.6 | -0.2 | 1 | -2.5 | -2 | 2 | 0.0 | -2 | -1.0 | 0.2 | -3.1 |
| O=S1(=O)CC2c3ccc(F)cc3CN2CN1CCc1ccccc1 (configuration not stated) | 3.2 | . | -3 | -0.3 | 3 | -8 | -1.1 | 3 | -0.2 | . | . |
| COc1ccc([N+](=O)[O-])cc1N(CC(=O)NC1CCCC1)S(C)(=O)=O | -1.2 | 0.6 | -2 | -1.5 | -1 | 3 | 0.7 | 5 | -0.7 | 0.6 | 1.3 |
| Nc1ccc(Cc2ccc(N)c(O)c2)cc1O | -2.3 | -1.2 | -1 | -0.9 | -6 | -2 | 0.0 | -6 | -2.1 | -0.8 | -2.8 |
| O=C(Nc1ccn(CCCN(CCCn2ccc(NC(=O)OCc3ccccc3)nc2=O)CCc2cc3ccccc3[nH]2)c(=O)n1)OCc1ccccc1 | -2.5 | 2.3 | 0 | -0.7 | -58 | 2 | -0.8 | -1 | -1.3 | -0.5 | 0.1 |
| O=C(NCc1ccco1)C1CCCN1C(=O)Nc1ccccc1Cl (configuration not stated) | 0.9 | 2.9 | -2 | -1.5 | 4 | 3 | -0.4 | -1 | -1.0 | 2.1 | 1.7 |
| CCOC(=O)C1CCN(Cc2nc3ccccc3c(=O)n2-c2ccc(F)cc2)CC1 | -2.3 | -1.3 | -1 | -1.8 | -13 | 2 | -0.3 | -2 | -0.8 | 0.3 | -3.5 |
| O=c1[nH]c(SCc2ccc(F)cc2)nc2c1cnn2-c1ccc(F)cc1 | -1.9 | 0.8 | -2 | -1.3 | -6 | 1 | -1.2 | -1 | -1.4 | 2.3 | 1.3 |
| C/C(=N\OC(=O)Nc1ccc(Cl)cc1)c1ccc(F)c(F)c1 | 1.0 | 0.2 | 5 | -0.8 | -1 | -5 | 0.1 | -6 | -1.0 | 2.7 | -0.8 |
| COc1ccc(CC(=O)Oc2ccccc2Cl)cc1S(=O)(=O)N1CCOCC1 | -1.6 | 1.1 | 1 | -0.2 | -17 | -1 | 0.9 | -4 | -0.8 | -0.8 | 1.3 |
| O=c1ccnc(SCn2nnc3ccccc3c2=O)[nH]1 | 1.6 | -0.3 | -1 | -1.2 | 12 | -2 | -1.3 | -2 | -1.9 | -5.4 | 1.4 |
| COc1ccccc1-c1cnc(C(O)c2ccc(F)c(F)c2)[nH]1 (configuration not stated) | -1.9 | . | 0 | -1.1 | 4 | 0 | -0.1 | -1 | -0.7 | -1.2 | 0.5 |
| COc1ccc2[nH]c(=O)c(CN(Cc3cccs3)C(=S)Nc3cccc(C)c3)cc2c1 | 2.9 | -0.7 | 1 | -0.8 | -1 | 2 | -0.4 | 10 | 0.1 | 0.9 | -1.4 |
| CCn1cc(CN2CCN(C)C(CCO)C2)c2ccccc21 (configuration not stated) | 2.0 | 1.2 | 1 | -0.1 | -1 | -7 | -0.3 | 0 | 3.7 | -0.2 | -1.8 |
| CC1CCCCN1CCCNC(=O)c1ccc2nc(N3CCCCC3)sc2c1 (configuration not stated) | 14* | 0.5 | 17* | 1.4* | -2 | 2 | 4.0* | -1 | 2.6 | 3.3 | 0.8 |
| CC(C)N(C(=S)Nc1cccc(C(F)(F)F)c1)C(C)c1ccccn1 (configuration not stated) | -2.5 | 0.6 | -4 | -1.5 | 5 | -10 | 0.2 | -4 | -2.5 | 1.5 | 1.8 |
| CCOC(=O)C1=C(C)NC(=O)NC1c1cc(C)sc1C (configuration not stated) | 1.3 | 0.3 | -2 | -1.4 | -6 | 5 | 0.6 | 3 | -0.7 | 0.0 | -0.4 |
| O=C(O)c1ccc(Cl)c(S(=O)(=O)Nc2ccccc2Cc2ccccc2)c1 | -0.3 | 1.2 | -2 | -0.9 | -21 | -6 | -0.6 | 0 | -0.1 | -1.5 | -0.2 |
| CN(C)NC(=S)NC(=O)C12CC3CC(CC(C3)C1)C2 | 0.1 | 0.2 | 3 | -1.0 | 8 | 1 | -0.1 | 4 | 0.7 | 0.1 | -1.9 |
| CCc1ccccc1NC(=O)CN1CCN(C(=O)CNC(=O)c2ccccc2F)CC1 | 1.7 | 0.5 | 0 | -1.6 | 2 | -4 | 0.1 | 0 | -0.5 | -0.9 | -0.4 |
| COc1ccc(CCNC(=O)c2cc3c(cc2Cl)N2CCCCCC2=NS3(=O)=O)cc1 | -0.9 | -1.3 | 1 | -0.7 | 3 | -6 | 0.0 | 1 | -1.6 | 0.7 | 2.8 |
| CCOc1ccc(C2c3[nH]c4ccccc4c3CCN2Cc2cccn2-c2ncccn2)cc1 (configuration not stated) | -1.4 | 2.6 | 4 | -0.6 | -14 | -36 | -0.6 | 4 | 1.9 | -0.9 | -1.2 |
| O=C(Nc1nnc(S(=O)(=O)N2CCCC2)s1)c1ccccc1Br | -1.2 | 1.7 | -2 | -1.2 | -9 | -5 | -0.1 | 0 | 1.9 | -1.7 | -0.2 |
| O=C(CN1CCCC1)Nc1ccc(OC(F)(F)F)cc1 | -0.7 | 1.8 | -2 | 0.4 | -17 | -5 | -0.1 | -4 | 0.6 | 0.7 | -2.5 |
| Cc1nc(-c2cccc(NC(=O)c3cccc(S(=O)(=O)N4CCCC4)c3)c2)cs1 | -1.4 | -1.7 | -1 | -1.7 | 0 | -11 | -2.7 | 4 | -2.1 | 0.1 | 0.6 |
| Cc1ccc(CN2CCCCC(NC(=O)Nc3cccc(F)c3)C2=O)cc1 (configuration not stated) | -1.0 | . | -2 | -0.8 | 0 | -2 | 0.6 | -1 | -1.3 | . | . |
| CCN1C(=O)[C@@H]2[C@@H](c3ccc(-c4ccc(Cl)c(Cl)c4)cc3)N3CCC[C@@]3(C(=O)OC)[C@@H]2C1=O | -3.2 | -2.1 | -2 | -2.1 | 0 | -3 | -0.9 | -1 | -2.7 | -0.3 | 0.1 |
| CCc1ccc(NC(=O)C(C)OC(=O)/C=C/c2ccc(O)c(OC)c2)cc1 (configuration not stated) | -1.2 | -0.6 | 1 | -0.8 | -18 | -75 | -0.2 | 10 | 0.7 | -0.9 | -0.1 |
| COc1cccc(N(C)C(=O)[C@@H](C2CC2)[C@@H](O)c2ccc(C(C)=O)cc2)c1 | 0.1 | . | -2 | -0.8 | 0 | 2 | -0.7 | -1 | -0.2 | . | . |
| O=C(NCCNC(=O)C1CC2CCC1C2)C1CC2CCC1C2 (configuration not stated) | -3.0 | -1.3 | 1 | -1.3 | -2 | 1 | -0.1 | -4 | -0.8 | -1.0 | 0.3 |
| O=C(O)C1CC=CCC1C(=O)Nc1ccccc1C(=O)N1CCN(c2ccc(F)cc2)CC1 (configuration not stated) | -2.5 | 0.8 | -4 | -0.9 | 6 | -5 | 0.2 | 0 | -0.3 | 2.8 | -1.4 |
| O=C1CSC(c2ccccc2)N1c1cccnc1 (configuration not stated) | 0.2 | 2.5 | -5 | -1.4 | 3 | 0 | 0.3 | -9 | -0.6 | -1.1 | -1.2 |
| COc1cc2ccccc2cc1C(=O)Nc1ccc(N2CCN(C)CC2)cc1 | 13* | 0.4 | 19* | 0.2 | -7 | -16 | 1.7 | 8 | 3.5 | 6.5 | -1.5 |
| O=C(NCc1cccnc1)c1cc(C2CCCCN2C(=O)OCc2ccccc2)on1 (configuration not stated) | 1.1 | . | -5 | -1.1 | 6 | -3 | 0.0 | -4 | -2.2 | -2.0 | -0.9 |
| Cc1ccsc1-c1nc(CSCC(=O)NCc2ccc3c(c2)OCO3)c(C)o1 | 1.0 | 1.2 | 0 | -0.9 | -14 | -12 | 0.5 | 8 | 0.4 | 0.9 | -1.8 |
| O=C1CN(C(=O)COC(=O)Cc2ccsc2)c2ccccc2N1 | 1.4 | 0.8 | 4 | -1.1 | 2 | -1 | -0.3 | -1 | -0.9 | -1.3 | 0.2 |
| CS(=O)(=O)c1ccc2nc(NC(=O)C3COc4ccccc4O3)sc2c1 (configuration not stated) | 3.0 | 0.0 | 5 | -0.7 | 2 | 1 | 1.2 | 1 | -0.2 | 2.5 | -0.1 |
| CC(=O)c1cc(-c2csc(C=O)c2)c(=O)n2c1CCC2 | -2.8 | . | 0 | -0.6 | 4 | -20 | 0.1 | -1 | -0.5 | . | . |

Individual results from the entries so far:
DAX1 inh-1 with `CN(C)NC(=S)NC(=O)C12CC3CC(CC(C3)C1)C2` reads 0.2
ssDAF-12 act with `COc1ccccc1-c1cnc(C(O)c2ccc(F)c(F)c2)[nH]1` (configuration not stated) reads -1.1
